Vif-A3F inh: blocks the Vif interaction with APOBEC3F; HeLa A3F-eYFP + Vif (tagged APOBEC3F with the HIV-1 protein that degrades it), YFP fluorescence increase; Potency, µM (titrated, usually from 46.1 µM), inactives show at the highest dose activity, negative = active; 390,000 tested, 0.2% active; note: potency is the fitted concentration of half-maximal effect; % of control where 0% means no effect; nearly all actives have a fitted effect of over 65% in size
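HeLa cells stably expressing A3F-eYFP plus Vif, plated and incubated overnight at 37 deg C, then exposed to compounds overnight at 37 deg C. Blocked degradation read as raised yellow fluorescence (Ex 488/Em 500-530).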
GRP78 ERSR act: ER stress response induction in glioma; U87-MG GRP78 promoter luciferase reporter, 16 h; Potency, µM, for inactives: at the highest dose activation, hits mostly activators; 420,000 tested, 0.02% active; AID 602332; note: potency is the fitted concentration of half-maximal effect; series mostly up to about 76 µM; % of control where 0% means no effect; nearly all actives have a fitted effect of over 35% in size
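ERSR induction read as luciferase luminescence (Bright-Glo, 10 min at room temperature) in stably transfected human U87-MG glioma cells exposed to compounds for 16 h, using GRP78 as sensor.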
D1 PAM: human D1 dopamine receptor positive modulation; P21728; HEK293 TREx D1 cells, calcium flux, dopamine EC20 potentiation; potentiation, % at 10 µM; 360,000 tested, 0.036% active; AID 504651; in the data active = potentiation above about 30%; note: 0% is about no effect
Target sequence (P21728 whole entry, looked up): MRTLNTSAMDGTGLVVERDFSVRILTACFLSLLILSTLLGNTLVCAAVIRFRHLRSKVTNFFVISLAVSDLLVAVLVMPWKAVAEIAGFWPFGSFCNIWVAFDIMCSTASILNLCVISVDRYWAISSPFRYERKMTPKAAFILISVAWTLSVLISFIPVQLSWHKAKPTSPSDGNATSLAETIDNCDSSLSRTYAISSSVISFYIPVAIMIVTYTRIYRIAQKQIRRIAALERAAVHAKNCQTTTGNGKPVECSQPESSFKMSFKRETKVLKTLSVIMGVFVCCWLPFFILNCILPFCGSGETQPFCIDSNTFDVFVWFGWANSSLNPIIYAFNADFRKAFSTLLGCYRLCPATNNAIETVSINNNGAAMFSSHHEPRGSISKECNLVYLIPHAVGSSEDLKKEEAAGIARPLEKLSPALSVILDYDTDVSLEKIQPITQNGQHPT
D2 potentiator: positive allosteric modulators of human D2 dopamine receptor. P14416. HEK293 T-REx D2, calcium flux, EC20 dopamine potentiation. potentiation, % at 10 µM. 340,000 tested, 0.34% active. AID 485347;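 active = potentiation over 3 SD above the plate norm, cut at about 30% in these data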; note: 0% is about no effect
Target sequence (P14416 whole entry, looked up): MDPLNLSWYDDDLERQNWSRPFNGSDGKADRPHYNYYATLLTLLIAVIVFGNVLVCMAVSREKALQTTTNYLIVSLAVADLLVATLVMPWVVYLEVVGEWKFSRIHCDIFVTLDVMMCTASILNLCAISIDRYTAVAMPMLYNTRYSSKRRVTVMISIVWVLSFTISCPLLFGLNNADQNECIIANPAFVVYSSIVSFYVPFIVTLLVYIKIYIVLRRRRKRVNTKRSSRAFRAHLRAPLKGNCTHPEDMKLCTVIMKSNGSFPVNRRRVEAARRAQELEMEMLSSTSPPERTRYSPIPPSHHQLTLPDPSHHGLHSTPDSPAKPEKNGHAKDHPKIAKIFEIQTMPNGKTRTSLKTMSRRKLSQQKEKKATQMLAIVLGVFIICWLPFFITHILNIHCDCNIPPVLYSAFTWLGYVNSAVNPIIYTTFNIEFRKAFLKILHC
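Cells plated with tetracycline inducer and held overnight at 30 C; calcium dye loaded 30–90 min at room temperature; baseline taken, compound added and read 180 s; EC20 dopamine then added and read 180 s.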
D1 ag: agonists of human D1 dopamine receptor; P21728; HEK293 T-REx D1 cells, calcium flux, agonist mode; activation, % at 2 µM; 360,000 tested, 1% active; AID 504660; in the data active = activation above about 30%; note: 0% is about no effect
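Tetracycline-induced HEK293 TREx D1 cells, force-coupled to calcium signalling, were dye-loaded with a no-wash calcium kit. Compound was pin-added after a 10 s baseline. Fluorescence was read kinetically at 1 cycle/s for 180 s, with calcium rises flagged as agonism.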
D1 antagonist: blocks dopamine activation of the human D1 receptor; activity change, negative = inhibition, % at 10 µM; 360,000 tested, 3.2% active; AID 504652; HEK293 TREx D1 cells, calcium flux, dopamine EC80; active compounds read low; in the data active = activity change below about -30%; note: % is set by controls: 0 for no effect and ±100 for the full control effect
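Compound effects on dopamine-evoked calcium signalling were measured in tetracycline-induced HEK293 Trex D1 cells. Dopamine at EC80 followed a 180 s compound pre-read, and fluorescence was tracked kinetically for 180 s more.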
RXFP1 ag: activates the human relaxin receptor RXFP1 | HEK293T-RXFP1 cAMP TR-FRET, 30 min; response scale: percent of porcine relaxin response, buffer zero | Potency, µM (highest dose often 57.5 µM), without a hit: at the highest dose activation, hits mostly activators | 370,000 tested, 0.3% active | AID 2676; note: potency is the fitted concentration of half-maximal effect; % is set by controls: 0 for no effect and ±100 for the full control effect; nearly all actives have a fitted effect of over 60% in size; many of its hits are not listed in these tables
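Agonist response is measured as cAMP accumulation in an RXFP1-transfected HEK293T line under PDE4 inhibition. Values are scaled between buffer-only and 29 nM porcine relaxin, and EC50s come from standard Hill equation fits.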
RXFP1 antagonist: blocks the human relaxin receptor RXFP1; AID 1259400; activity change, negative = inhibition, % at 57.5 µM; HEK293-RXFP1, relaxin-stimulated cAMP HTRF, 30 min; active compounds read low; Q9HBX9; 350,000 tested, 0.59% active;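 active = activity change of -60% or lower, but not beyond a set lower limit; inconclusive = change between -60% and -40%, or beyond the set limit; inactive = change above -40%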; note: % is set by controls: 0 for no effect and ±100 for the full control effect
Vif-APOBEC3G blk: inhibitors of Vif-APOBEC3G interaction. Q9HC16. HeLa A3G-eYFP + Vif (tagged APOBEC3G with the HIV-1 protein that degrades it), YFP fluorescence, overnight. Potency, µM (series often up to 46.1 µM), without a hit: at the highest dose activity, negative = active, hits mostly inhibitors. 410,000 tested, 0.076% active;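 note: potency is the fitted concentration of half-maximal effect; % is set by controls: 0 for no effect and ±100 for the full control effect; nearly all actives have a fitted effect of over 60% in size; hits raise eYFP signal because A3G escapes Vif-driven loss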
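Read-out is eYFP fluorescence (Ex 488/Em 500-530) from Vif-expressing HeLa A3G-eYFP cells; more signal means A3G escaped Vif-mediated degradation. Cells plated overnight, compound pinned in, incubated overnight at 37 deg C.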
* = called active by the depositor; i = inactive; ? = inconclusive; / = no result given; & = joins results of further samples. Unless noted, calls come from the whole dose curve; as a rule, active = well fitted curve in the direction sought with a large enough effect; inconclusive = small, poorly fitted or top-dose-only effect, or another doubt; inactive = no such curve, though single readings can be large; an effect the other way counts as inactive or inconclusive.

SMILES	Vif-A3F inh	GRP78 ERSR act	D1 PAM	D2 potentiator	D1 ag	D1 antagonist	RXFP1 ag	RXFP1 antagonist	Vif-APOBEC3G blk
O=S(=O)(N/N=C\c1cccc(F)c1)c1ccccc1	4%	4%	2	5	3	14	-3.4%	15	4%
COc1ccccc1N1CC(C(=O)Nc2nnc(SCC(=O)NC(C)C)s2)CC1=O (centres undefined)	-10%	-3%	8	10	2	11	-1.2%	-2	0%
Cc1cccc(NC(=O)Nc2cccnc2)c1C	2%	-8%	0	-1	2	0	2.2%	1	-7%
CC(NC(=O)C1CCC(CNS(=O)(=O)c2ccccc2)CC1)c1ccccc1 (centres undefined)	10%	-4%	-8	7	11	-41*	0.5%	7	2%
O=C(Nc1ccc(N2CCCCC2)c(Cl)c1)c1ncn[nH]1	-5%	-7%	1	14	39*	1	2.1%	-17	-5%
COc1cccc(-c2nc(-c3ccc(-c4ccccc4)nc3OC)no2)c1	1%	3%	-4	7	5	0	1.3%	-1	2%
O=C(NCc1cccs1)c1ccc2c(c1)sc1nc(-c3ccccc3)cn12	0%	0%	0	-2	1	-9	?	11	0%
Cc1ccc(NC(=O)C(C)N2CCOCC2)c(C(=O)c2ccccc2)c1 (centres undefined)	-6%	-3%	0	-7	1	-8	3.3%	-8	-1%
C=CCn1c(COc2ccccc2)nnc1SCC(=O)Nc1ccc2c(c1)OCCO2	-6%	-2%	-1	-7	2	-8	0.9%	1	3%
CC(C)Cc1nc(N2CCOCC2)c(C#N)c2c1CCC2	-8%	-8%	-7	-5	2	6	-0.1%	-9	0%

Only D1 PAM, for 2 of the compounds above:
compound	D1 PAM
O=S(=O)(N/N=C\c1cccc(F)c1)c1ccccc1	2
O=C(NCc1cccs1)c1ccc2c(c1)sc1nc(-c3ccccc3)cn12	0

Additional compounds follow.
SMILES	Vif-A3F inh	GRP78 ERSR act	D1 PAM	D2 potentiator	D1 ag	D1 antagonist	RXFP1 ag	RXFP1 antagonist	Vif-APOBEC3G blk
Brc1ccc(N=NNc2ccccc2)cc1	?	?	-4	-5	0	-2	1.6%	-6	-19%
COc1ccc(CN(C)C(=O)c2cccc(S(=O)(=O)N3CCCc4ccccc43)c2)c(OC)c1OC	-4%	0%	/	/	/	/	/	-16	5%
COC(=O)CCCC(=O)NC1CC(C)(C)Cc2c1cnn2-c1ccc(C)cc1 (centres undefined)	?	0%	-3	8	1	1	3.0%	9	-9%
CN(CC(=O)Nc1ccc(F)cc1)C(=O)C1Cc2ccccc2CN1S(C)(=O)=O (centres undefined)	2%	1%	-6	3	1	1	-0.3%	-6	3%
CC(C)c1nc2c(c(=O)c3ccccc3n2C)c(=O)n1CCc1ccccc1	-3%	-1%	14	11	93*	6	0.8%	-5	-3%
CC(C)[C@H](NC(=O)OCc1ccccc1)C(=O)NCc1ccccc1	-1%	-1%	-3	0	2	-2	1.3%	-14	5%
CN1CCC(N(C)C(=O)COc2ccccc2Cl)CC1	6%	1%	/	-15	4	7	0.5%	6	-3%
Nc1c(-c2ccccc2)c(CN2CCOCC2)nn1-c1ccccc1	0%	-3%	-5	11	0	2	-0.9%	-6	0%
Cc1cccc(NC(=O)CCNS(=O)(=O)c2cccc3nsnc23)c1C	-4%&-2%	-1%&-2%	6&2	1&21	0&-1	7&3	0.9%&-2.9%	-1	-1%&1%
Cn1c(CN2CCN(c3ccc(Cl)cc3)CC2)nc2ccccc21	-12%	1%	0	-6	15	-2	-3.4%	0	0%
COc1ccc(NC(=O)CN2C(=O)CC(c3ccc(C)c(C)c3)=Nc3ccccc32)cc1OC	6%	1%	-2	-15	3	-7	-0.6%	-9	-2%
CC(=O)Nc1c(O)c2ccccc2[nH]c1=O	-7%	-5%	-3	-10	8	16	2.1%	-19	3%
Cc1ccc(Cn2nc(C)cc2C(=O)Nc2ccc(Cl)cc2)cc1	-1%	8%	-4	-10	8	-12	-0.2%	-9	-2%
Cc1cccc(C)c1NC(=O)CNC(=O)c1ccccc1OCc1ccccc1	2%	-4%	1	6	4	-4	0.0%	-8	-1%
Cc1ccc(C)c(NC(=O)CCC(=O)NNC(=O)COc2cc(C)ccc2C)c1	2%	1%	-7	-3	0	-38*	0.5%	-31	-3%
CCC(C)c1ccccc1N1CC(C(=O)NCCCn2nc(C)cc2C)CC1=O (centres undefined)	-14%	-1%	-1	6	-1	-21	-3.2%	-7	1%
O=C(CSc1ccc(F)cc1)NC(=O)c1ccccc1	-1%	-2%	/	/	/	/	/	-4	-2%
CCOC(=O)C1CCCN(C(=O)c2ccc3c(c2)OCO3)C1 (centres undefined)	8%	-1%	-4	3	1	-12	2.0%	0	-1%
O=S(=O)(c1ccccc1)N1CCC(=NO)CC1	7%	-1%	-1	-9	5	-1	0.9%	8	0%
CC(C)OC(=O)C1Cc2ccccc2CN1S(=O)(=O)c1cccs1 (centres undefined)	-8%	-3%	1	14	-1	26	-0.2%	-14	-3%
O=C(c1cc2nc(-c3ccc(F)cc3)cc(C(F)(F)F)n2n1)N1CCOCC1	-1%	-10%	-5	12	0	-18	2.3%	11	0%
N#C/C(=C\c1ccc(N2CCCCC2)o1)C(=O)Nc1cccc(Br)c1	i	5%	-12	-6	428*	-12	-3.3%	-4	-10%
CC(C)CS(=O)(=O)c1oc(-c2ccc(F)cc2)nc1S(=O)(=O)c1ccccc1	1%	-11%	0	8	6	11	3.9%	-82*	-14%
CN(C(=O)c1ccccc1NC(=O)C(F)(F)F)c1ccccc1	-7%	-5%	1	-9	2	6	0.4%	18	-1%
O=C(COC(=O)COc1cccc(C(F)(F)F)c1)Nc1ccc(N2CCOCC2)cc1	2%	-2%	-9	-22	7	-40*	2.1%	-2	0%
CCN(Cc1ccccc1)C(c1ccc(C)cc1)c1nnnn1C(C)(C)CC (centres undefined)	-2%	-5%	-2	-3	5	-8	-2.3%	-7	5%
CCCOc1ccc(/C=N/NC(=O)c2ccc(Cn3cc([N+](=O)[O-])cn3)o2)cc1	-2%	0%	-3	-2	3	1	0.5%	1	-1%
Cn1c(SCC(=O)Nc2ccc(N3CCOCC3)cc2)nnc1C1CC1	-12%	1%	1	10	1	10	-1.1%	-8	1%
Cc1sc2ncnc(SCC(=O)Nc3ccc(S(=O)(=O)N4CCOCC4)cc3)c2c1C	-1%	-6%	/	/	/	/	/	-7	2%
Cc1[nH]c(=O)c(C#N)c(C)c1CCC(=O)NCc1cccc(C(F)(F)F)c1	14%	-2%	-4	0	7	-11	-0.7%	-8	2%
CN(C)CCCn1c2c(c(SCC(=O)Nc3cccc4ccccc34)nc1=O)CCC2	3%	-8%	-5	3	1	3	-0.5%	19	2%
CCC(CC)NC(=O)CC(c1ccccc1)c1ccccc1	-1%	-4%	-4	-7	1	20	0.5%	-1	1%
Cc1ccc(CNC(=O)CN2CCCC(C)C2)cc1 (centres undefined)	4%	-3%	-3	8	2	10	0.2%	-9	2%
CCCCN(CC)CCNC(=O)c1cc2c(=O)[nH]c3ccccc3c2s1	1%	0%	-3	/	1	-6	4.4%	-18	0%
CCOC(=O)c1ccc(NC(=S)N(CCCN2CCN(CC)CC2)Cc2cccs2)cc1	-8%	3%	-7	9	49*	-30	0.7%	-5	-8%
Cc1cc(C)c(S(=O)(=O)Nc2cnc3ccccc3c2)c(C)c1	3%	-3%	-4	16	2	1	-4.4%	-16	-23%
CC(C)CNC(=O)C(=O)NC1CCCC1	-4%	-2%	/	/	/	/	/	10	-1%
CCOc1ccccc1NC(=S)Nc1ccc(S(N)(=O)=O)cc1	-3%	-4%	-2	8	2	-7	-2.1%	10	2%
COc1cc(NC(=O)CSc2nc3[nH]ncc3c(=O)n2-c2ccccc2C)cc(OC)c1OC	3%	-1%	1	20	9	6	1.2%	5	0%
CC1(C)Cc2ccccc2C(CSc2ccccc2C(=O)O)=N1	-8%	0%	-2	8	6	-4	-1.1%	-18	1%
Cc1csc(SCC(=O)Nc2ccc(C)c(F)c2)n1	3%	7%	3	-23	1	-39*	0.3%	8	0%
COc1ccc(/C=N/NC(=O)c2cccc(NC(=O)c3ccccc3Cl)c2)cc1	-4%	-5%	-8	-1	6	-1	-1.2%	-1	4%
COc1ccc(-c2c(C(C)=O)c(C)n(C)c2C)cc1	1%	-2%	-4	3	1	-9	4.0%	1	-1%
Cc1cc(Br)ccc1-n1[nH]c(C)c(C=Nc2cccc3nsnc23)c1=O	5%	2%	3	1	0	-8	4.0%	-11	-4%
COC(=O)c1[nH]c2ccccc2c1NC(=O)c1ccccc1F	5%	-1%	-5	3	0	-14	3.5%	8	0%
CCC(CC)c1nnc(NC(=O)c2cc([N+](=O)[O-])ccc2N2CCOCC2)s1	-7%	-2%	/	/	/	/	/	1	-3%
Cc1ccccc1-c1nn2c(=O)cc(CN3CCN(C(=O)c4ccc(C(C)(C)C)cc4)CC3)nc2s1	-1%	-2%	-2	10	0	-7	3.6%	/	-5%
Nc1ncnc2[nH]c(=S)[nH]c12	-17%	-2%	/	/	/	/	/	-6	1%
CC(C)c1ccccc1NC(=O)COc1ccc2c(=O)c(Oc3ccc4ccccc4c3)coc2c1	/	/	-5	-3	11	3	0.8%	/	/
Cc1cc(-c2nnc(SCc3ccccn3)o2)no1	4%	1%	11	26	6	2	0.5%	0	1%
Next results follow.
SMILES	Vif-A3F inh	GRP78 ERSR act	D1 PAM	D2 potentiator	D1 ag	D1 antagonist	RXFP1 ag	RXFP1 antagonist	Vif-APOBEC3G blk
CC1(C)CNC(=O)CC(C)(C)N1O	0%	-3%	-1	1	4	4	-1.9%	24	-1%
CCn1c(C(=O)Nc2ccc(C)cc2C)cc2sc(Cl)cc21	-11%	-2%	-2	-5	0	-4	2.4%	9	-1%
CC(=O)NC1C(OCc2ccccc2)OC2COC(c3ccccc3)OC2C1OCC(=O)O (centres undefined)	8%	-2%	4	19	1	-7	0.1%	-1	0%
COc1ccc(OC)c(NC(=O)c2cc(-c3cc(Cl)ccc3O)n[nH]2)c1	1%	-5%	-5	-5	3	2	3.5%	-5	-16%
Cc1ccc(S(=O)(=O)N(CC(=O)N/N=C\c2cccs2)c2cccc3cccnc23)cc1	-19%	-2%	-1	-4	3	-15	4.6%	8	-12%

Assay outcomes deposited in PubChem by National Center for Advancing Translational Sciences (NCATS).

Some of the compounds tested. The share of hits here may be higher or lower than overall.
